# Compound activity as filed in PubChem.
# HT1080NT lethal = kills 2HG-producing HT-1080-NT fibrosarcoma cells. HT-1080-NT fibrosarcoma viability, CellTiter-Glo ATP luminescence, 48 h. Potency, µM (highest dose often 46.1 µM), for inactives: at the top dose activity, negative = less viability, actives largely listed as cytotoxic. AID 686970. 360,000 tested, 1.6% active;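 note: NT is the 2HG producing partner of a matched IDH1 knockdown line; potency is the fitted concentration of half-maximal effect; 0% = DMSO-treated cells and -100% = media-only wells without cells; nearly all actives have a fitted effect of over 55% in size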
#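 Luminescent CellTiter-Glo readout after 48 hours of compound exposure at 37 degrees C defined viability of HT-1080-NT cells. Activity was normalized to DMSO wells and cell-free media wells; concentration-response curves were fitted and assigned curve classes.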
# ATXN2 expr inh = ATXN2 expression inhibition; AID 1745845; Potency, µM (doses to about 57 µM), without a hit: at the highest dose activity change, negative = inhibition, hits mostly inhibitors; HEK-293 ATXN2-luciferase reporter, luminescence, 24 h; 360,000 tested, 0.72% active; note: potency is the fitted concentration of half-maximal effect; % is set by controls: 0 for no effect and ±100 for the full control effect; nearly all actives have a fitted effect of over 55% in size
#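 ATXN2-luciferase reporter cells (luciferase flanked by upstream and downstream ATXN2 gene portions) were treated 24 h at 37 °C with compounds at up to 57 uM. SteadyGlo luminescence gave expression; GF-AFC fluorescence gave viability.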
# HT1080 IDH1KD tx = toxicity to HT-1080 IDH1 knockdown cells (counter line); HT-1080 IDH1 knockdown viability, ATP luminescence, 48 h; Potency, µM (highest dose often 46.1 µM), inactives show at the highest dose activity, negative = toxicity, most hits filed as cytotoxic; 360,000 tested, 2% active; AID 686971;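 note: potency is the fitted concentration of half-maximal effect; 0% = DMSO wells and -100% = cell-free medium wells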
#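 After a 2 h attachment period, IDH1KD HT-1080 cells took pin-transferred compound for 48 h at 37 °C; ATP-based luminescence after 10 min room-temperature reagent incubation reported viability.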
# KB-3-1 cytotox = KB-3-1 parental cell cytotoxicity | Potency, µM (highest dose often 46.1 µM), without a hit: at the highest dose activity change, negative = cytotoxic, usual class: cytotoxic | 400,000 tested, 1.4% active | KB-3-1 viability, CellTiter-Glo ATP luminescence, 72 h | AID 1347075; note: potency is the fitted concentration of half-maximal effect; % is set by controls: 0 for no effect and ±100 for the full control effect; nearly all actives have a fitted effect of over 60% in size
#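 72 h, 37 °C compound treatment of KB-3-1 parental cells; CellTiter-Glo added, 10 min, luminescence read. Data corrected against DMSO-only plates and normalized before curve fitting.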
# WRN helicase inh = inhibitors of human WRN helicase. WRN helicase unwinding, fluorescent forked duplex, kinetic. Potency, µM (doses to about 114 µM), without a hit: top-dose activity change, negative = inhibition, usual class: inhibitors. 360,000 tested, 0.46% active. AID 651768; note: potency is the fitted concentration of half-maximal effect; % is set by controls: 0 for no effect and ±100 for the full control effect; nearly all actives have a fitted effect of over 55% in size
# Target sequence (Q14191 whole entry, looked up): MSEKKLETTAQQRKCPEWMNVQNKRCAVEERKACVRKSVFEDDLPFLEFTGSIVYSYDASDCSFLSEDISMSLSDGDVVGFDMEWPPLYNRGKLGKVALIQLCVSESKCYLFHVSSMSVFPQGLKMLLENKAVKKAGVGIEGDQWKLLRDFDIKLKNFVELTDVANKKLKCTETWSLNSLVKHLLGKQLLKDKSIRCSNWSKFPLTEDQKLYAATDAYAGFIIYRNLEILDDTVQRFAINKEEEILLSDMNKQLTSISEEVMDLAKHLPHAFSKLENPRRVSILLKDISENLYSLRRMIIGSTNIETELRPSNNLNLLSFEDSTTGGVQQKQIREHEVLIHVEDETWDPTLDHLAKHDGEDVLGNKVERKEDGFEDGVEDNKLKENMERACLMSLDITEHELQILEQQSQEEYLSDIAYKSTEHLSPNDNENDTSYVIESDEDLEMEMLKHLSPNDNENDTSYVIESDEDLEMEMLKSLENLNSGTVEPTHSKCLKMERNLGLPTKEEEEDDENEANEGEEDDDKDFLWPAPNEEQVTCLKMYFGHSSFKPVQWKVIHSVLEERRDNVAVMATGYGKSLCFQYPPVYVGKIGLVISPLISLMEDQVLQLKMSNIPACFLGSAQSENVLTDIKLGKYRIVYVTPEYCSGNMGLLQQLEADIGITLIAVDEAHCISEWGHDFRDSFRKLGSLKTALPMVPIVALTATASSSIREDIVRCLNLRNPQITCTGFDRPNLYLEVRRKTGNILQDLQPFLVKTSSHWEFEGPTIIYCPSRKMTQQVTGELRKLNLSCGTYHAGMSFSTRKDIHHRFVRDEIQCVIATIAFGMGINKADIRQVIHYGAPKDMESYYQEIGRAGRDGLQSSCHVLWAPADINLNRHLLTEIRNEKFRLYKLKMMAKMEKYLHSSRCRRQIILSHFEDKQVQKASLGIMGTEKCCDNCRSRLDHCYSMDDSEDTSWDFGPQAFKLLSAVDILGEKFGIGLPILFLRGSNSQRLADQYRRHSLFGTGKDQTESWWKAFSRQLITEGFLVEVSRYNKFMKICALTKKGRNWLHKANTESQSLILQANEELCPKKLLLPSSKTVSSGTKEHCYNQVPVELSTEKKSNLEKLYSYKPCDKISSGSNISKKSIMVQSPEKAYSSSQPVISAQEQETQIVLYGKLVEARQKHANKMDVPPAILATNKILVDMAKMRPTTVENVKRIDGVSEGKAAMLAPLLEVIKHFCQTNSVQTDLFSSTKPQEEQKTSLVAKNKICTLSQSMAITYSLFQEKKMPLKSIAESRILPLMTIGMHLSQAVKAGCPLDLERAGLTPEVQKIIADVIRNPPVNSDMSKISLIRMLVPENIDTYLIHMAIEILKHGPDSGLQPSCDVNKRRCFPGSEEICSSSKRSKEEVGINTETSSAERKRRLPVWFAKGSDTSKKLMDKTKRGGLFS
#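 Kinetic red-fluorescence monitoring (525/598 nm) tracks WRN helicase activity after 100 nM fluorophore-quencher forked duplex and 2 mM ATP are added to 20 nM enzyme pretreated 15 min at room temperature with compound.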
# IL1B secr inh = inhibitors of inflammasome signaling (IL-1 beta secretion) | THP-1 LPS/ATP IL-1B secretion, AlphaLISA, 16 h; stronger effect = lower value | activity change, % at 57.5 µM | 360,000 tested, 4.7% active; in the data active = activity change below about -50%; inconclusive = mostly about -30% to -49%; note: % is set by controls: 0 for no effect and ±100 for the full control effect
#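 Secreted IL-1B measured by AlphaLISA bead assay after 16 h compound exposure of THP-1 cells; compounds (final up to 57.5 uM) added 1 h before LPS (250 ng/mL) and ATP (1.25 mM) stimulation; lower signal means less secretion.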
# KB-V1 MDR tox = kills drug-selected multidrug resistant KB-V1 cells; KB-V1 MDR cells viability, CellTiter-Glo, 72 h; Potency, µM (series often up to 46.1 µM), without a hit: top-dose activity change, negative = cytotoxicity, usual class: cytotoxic; 400,000 tested, 3.4% active; AID 1347076; note: potency is the fitted concentration of half-maximal effect; % is set by controls: 0 for no effect and ±100 for the full control effect; nearly all actives have a fitted effect of over 60% in size
#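 Cells of the MDR subline KB-V1 are plated, dosed with compound at multiple concentrations, and incubated 72 h at 37 degrees C; CellTiter-Glo is then added and luminescence read after 10 min.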
# SW480 rereplic = DNA re-replication induction in SW480 cells | SW480 DNA re-replication, Hoechst DNA content imaging, 48 h | Potency, µM (top dose mostly 46.1 µM), for inactives: top-dose re-replication activation, most hits filed as activators | 340,000 tested, 1.8% active | AID 624297; note: potency is the fitted concentration of half-maximal effect; % of control where 0% means no effect; nearly all actives have a fitted effect of over 55% in size
#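 Quantitative HTS format with DMSO vehicle controls; 48 hr drug incubation at 37 C, then 40 min Hoechst staining and scanning imager measurement at 405 nm excitation.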
# MCF10A rerep = inducers of DNA re-replication in MCF 10A breast cells; AID 624296; 350,000 tested, 2.9% active; MCF 10A DNA re-replication, Hoechst nuclear intensity, 48 h; Potency, µM (top dose mostly 46.1 µM), for the others: at the top dose activity, positive = re-replication, actives largely listed as activators; note: potency is the fitted concentration of half-maximal effect; % of control where 0% means no effect; nearly all actives have a fitted effect of over 50% in size
# Active calls of the source: *; ? = inconclusive; / = no result given; [ ] = dose if it differs, or a comment. Unless noted, calls come from the whole dose curve; as a rule, active = well fitted curve in the direction sought with a large enough effect; inconclusive = small, poorly fitted or top-dose-only effect, or another doubt; inactive = no such curve, though single readings can be large; an effect the other way counts as inactive or inconclusive.
no.	canonical_smiles	ATXN2 expr inh	KB-3-1 cytotox	KB-V1 MDR tox	SW480 rereplic	WRN helicase inh	IL1B secr inh	HT1080 IDH1KD tx	MCF10A rerep	HT1080NT lethal
1	Cc1cccc(N2CCN(C(=O)c3cccs3)CC2)c1C	4%	-18%	?	0%	-2%	-1	-6%	11%	0%
2	CCOCCn1c(CN2CCCCC2C)nc2c1c(=O)n(C)c(=O)n2C (stereo unspecified)	-20%	-1%	-11%	-2%	-1%	6	12%	11%	-3%
3	Cc1cccc(C)c1OCc1nc2ccccc2[nH]1	17%	?	-26%	?	-9%	7	0%	6%	-2%
4	Cc1cc2cc(CNC(=O)c3ccc(S(=O)(=O)N4CCOCC4)cc3)ccc2n1C	-15%	0%	-17%	-1%	-16%	-29	-4%	-1%	0%
5	CCC(=O)N1CCC(C)(C(=O)NCc2ccc(F)cc2)C1 (stereo unspecified)	5%	0%	4%	/	-2%	37	4%	/	?
6	Cc1cc(C)cc(NC(=O)CSc2nnc(-c3ccc(S(=O)(=O)N4CCCC4)cc3)o2)c1	-9%	0%	?	4%	5%	0	-6%	-2%	3%
7	COc1ccc(CCN(C)CCC(=O)Nc2c(C)cc(C)cc2C)cc1OC	-10%	-4%	?	0%	-2%	-3	0%	2%	-4%
8	COc1ccccc1NC1=NC(CO)(CO)CS1	/	3%	-2%	-9%	-9%	0	3%	-3%	4%
9	CCC(=O)Nc1ccc(C(=O)NNC(=O)c2ccc([N+](=O)[O-])cc2)cc1	-14%[2.22 µM]	-1%	0%	-5%[1.84 µM]	5%[57.1 µM]	25	-2%	-28%	-1%
10	CCCCCCCCCC(=O)N/N=C/c1ccc(C)s1	-35%	1%	12%	?	-15%	24	-18%	16µM*	-16%
11	O=C(O)/C=C/c1ccc(S(=O)(=O)NCc2ccco2)cc1	7%	6%	?	0%	-5%[11.6 µM]	-18	9%	-18%	4%
12	N#C/C(=C(/O)c1ccc([N+](=O)[O-])cc1)c1nc2ccccc2[nH]1	-8%	-14%	-19%	10%	-1%	-6	-5%	-1%	-4%
13	O=C1NC[C@H](Cc2ccccc2)N(C[C@@H]2CCCN2C[C@H](Cc2ccc(O)cc2)N2C[C@H](Cc3ccccc3)N(CC3CCCCCC3)C(=O)C2=O)C1=O	-28%	12%	7%	/	1%	-83*	?	/	?
14	CCC(C)/C(C)=N/NC(=O)c1ccc(COc2ccc(Cl)c(C)c2)cc1 (stereo unspecified)	-3%	1%	?	-4%	-4%	-8	-9%	3%	-8%
15	Cc1ccc(C)c(S(=O)(=O)N2CCN(C(=O)CNC(=O)c3sc4ccccc4c3Cl)CC2)c1	2%	16%	-14%	-19%	-5%	30	8%	29%	12%
16	Cc1ccc(-n2c(C)cc(/C=N/NC(=O)CN(c3ccc(C)cc3C)S(C)(=O)=O)c2C)cc1	4%	-15%	-9%	19%	-11%	?	?	8%	?
17	COc1ccc(/C=C(/C#N)C(=O)Nc2ccccc2C)cc1C(=O)O	-3%	4%	29%	-1%	-29%[57.1 µM]	-1	22%	?	15%
18	CCS(=O)(=O)Nc1cccc(C2=NN(S(=O)(=O)c3ccc(F)cc3)C(c3cccs3)C2)c1 (stereo unspecified)	-3%	-9%	-14%	2%	-3%	-10	-18%	?	-7%
19	COc1ccc(C2/C(=C(/O)c3ccccc3)C(=O)C(=O)N2CCCN2CCOCC2)cc1 (stereo unspecified)	/	0%	3%	-1%	1%	1	4%	1%	3%
20	CSc1cccc(NC(=S)N(CCC(C)C)C2CCN(C(C)C)CC2)c1	-39%	-7%	-6%	-40%[inhibitor][1.84 µM]	4%[57.1 µM]	-25	-27%	3%	-5%
21	CN(C)S(=O)(=O)N1C(=O)c2ccccc2C1=O	/	5%	-17%	-15%	5%	-4	0%	16%	10%
22	Cn1ccnc1CC(O)(c1ccccc1)c1ccccc1	-15%	-6%	1%	-6%	10%	-3	-10%	-2%	-1%
23	S=C(NCc1ccco1)N1CCN(c2ccccc2Cl)CC1	23%	7%	?	3%[1.84 µM]	-5%[57.1 µM]	-9	8%	15%	9%
24	CCn1c2ccccc2c2cc(NC(=O)c3ccccc3[N+](=O)[O-])ccc21	-2%	?	-4%	-1%	7%	41	-23%	?	-18%
25	N/C(=N\OC(=O)CC1CCCCC1)c1ccc(Br)cc1	1%	/	/	-1%	-17%	-14	10%	0%	7%
26	O=C1NCCN1CCNS(=O)(=O)c1ccc(F)c(Cl)c1	/	5%	11%	-22%	0%	-12	4%	0%	14%
27	CCC(=O)N1CCN(c2ccc(NC(=O)c3c(F)c(F)c(OC)c(F)c3F)cc2)CC1	1%	-1%	5%	-7%	-13%	7	7%	0%	5%
28	Cc1ccc(C(=O)CCC(=O)Nc2cccc(C(F)(F)F)c2)cc1C	5%	17%	6%	-3%	-2%	0	13%	7%	-2%
29	N/C(=N\OC(=O)Cc1ccccc1[N+](=O)[O-])c1ccccn1	4%	9%	-6%	-3%	-2%	9	1%	-5%	2%
30	COc1ccc(NC(=O)CNc2ccc(OC)c(S(=O)(=O)N3CCOCC3)c2)cc1	/	25%	6%	/	-2%	4	2%	/	0%

# Further results
no.	canonical_smiles	ATXN2 expr inh	KB-3-1 cytotox	KB-V1 MDR tox	SW480 rereplic	WRN helicase inh	IL1B secr inh	HT1080 IDH1KD tx	MCF10A rerep	HT1080NT lethal
31	NS(=O)(=O)c1ccc(CCNC(=O)/C=C/c2cccc([N+](=O)[O-])c2)cc1	-5%	-13%	-5%	-4%	3%	12	-2%	-17%	1%
32	CCn1c(=O)c2[nH]c(Cl)nc2n(CC)c1=O	/	0%	?	/	-2%	-10	?	/	-7%
33	Cc1ccc(C(=O)N2CCC(C(=O)NCc3cccnc3)CC2)cc1	6%	5%	11%	-7%	10%	24	14%	-1%	17%
34	CCOC(=O)C1=C(COc2ccccc2)NC(=O)NC1c1ccc(Cl)cc1 (stereo unspecified)	-18%	-8%	11%	-60%[inhibitor][9.22 µM]	-9%	0	-3%	-3%	-16%
35	Cc1ccccc1-c1nn(-c2ccc(F)cc2F)cc1CNCCCN(C)C	-19%	6%	-28%	?	-16%	-62*	?	?	?
36	CCC1SC(CC)C(=O)N(CC(=O)NCc2ccc(F)cc2)C1=O (stereo unspecified)	1%	-3%	-6%	-3%	0%	8	5%	2%	6%
37	CCOC(=O)c1sc2ccccc2c1OC(=O)c1ccccc1OC	/	-2%	-14%	0.58µM*	-14%	0	?	?	?
38	CCCN(CC(=O)Nc1ccccc1C)C(=O)Cc1c(C)nc2ccccc2c1C	4%	17%	-6%	-18%	5%[11.6 µM]	13	1%	9%	6%
39	COc1ccc(OC)c(C2C3CN(C(C)C)CC=C3C(C#N)=C(N)C2(C#N)C#N)c1 (stereo unspecified)	0%	7%	9%	4%	0%	60	-1%	?	-4%
40	O=C1c2ccccc2C(=O)N1CCc1c(-c2[nH]c3ccccc3c2CCN2C(=O)c3ccccc3C2=O)[nH]c2ccccc12	11%	0%	0%	1%	-2%	15	13%	32%	8%
41	COc1ccc(-n2c(-c3cccc(C)c3[N+](=O)[O-])n[nH]c2=S)cc1	0%	0%	2%	0%	-4%	?	0%	1%	-1%
42	CCc1cc2c(CN3CCN(C)CC3)cc(=O)oc2cc1O	3%	6%	14%	?	1%	36	-1%	?	4%
43	CC(O)(c1ccc(F)c(F)c1)c1nc(/C=C/c2ccc(C(F)(F)F)cc2)cs1 (stereo unspecified)	?	0%	-5%	/	-11%	-20	?	/	?
44	N#Cc1ccc(-c2nc3c4ccccc4ccn3c2Cc2ccccc2C(F)(F)F)cc1	13%	?	-9%	/	-31%	0	-7%	/	-10%
45	CC(=O)c1ccc(S(=O)(=O)N2CCN(C(=O)c3ccc(COc4ccccc4)o3)CC2)cc1	-13%	?	?	-3%	-5%	-9	-16%	17%	-3%
46	O/N=C/c1ccnc(SCc2ccc(Cl)cc2)n1	-15%	-21%	-5%	-8%[9.22 µM]	-27%	?	-30%	?	-24%
47	CC1(C)SC(=S)N(NC(=O)Nc2cccc3ccccc23)C1N(O)C(=O)Nc1ccccc1 (stereo unspecified)	?	?	?	?	-6%	-25	?	?	?
48	CNc1cc(-c2cnn(CC(C)C)c2)ncn1	12%	0%	3%	/	5%	-11	11%	/	20%
49	Cc1ccccc1OCC(=O)N/N=C/c1ccccn1	4%	-1%	11%	4%	3%	-16	-16%	6%	-15%
50	NNC(=O)COc1ncn(-c2ccccc2)n1	4%	10%	?	-11%	-8%	17	0%	18%	3%
51	O=C(NC(NNc1ccc([N+](=O)[O-])cc1)(C(F)(F)F)C(F)(F)F)c1ccccc1Cl	-9%	-14%	4%	1%	-35%	-7	-20%	?	-12%
52	O=C(COc1cccc2cccnc12)Nc1ccccc1N1CCOCC1	11%	-4%	?	10%	-1%	45	1%	-5%	-9%
53	CC(C)Cc1csc(NC(=O)c2ccc(F)cc2)c1C(=O)O	13%	?	-23%	-6%	-10%	1	?	?	?
54	CCCCc1ccc(NC(=S)Nc2ccc(Cl)c(S(=O)(=O)N(C)C)c2)cc1	?	?	23µM*	8%	-15%	-28	21µM*	?	?
55	CCOc1ccc(NC(=S)NC(=O)c2c(Cl)cnn2CC)c([N+](=O)[O-])c1	0%	-2%	?	20%	1%	-15	4%	-1%	7%
56	CC#CCCC(=O)N1C=Cc2ccccc2C1C#N (stereo unspecified)	-9%	-1%	20%	-16%	7%	40	3%	?	1%

# 2 entries picked at random from those above:
no.	canonical_smiles	ATXN2 expr inh	KB-3-1 cytotox	KB-V1 MDR tox	SW480 rereplic	WRN helicase inh	IL1B secr inh	HT1080 IDH1KD tx	MCF10A rerep	HT1080NT lethal
26	O=C1NCCN1CCNS(=O)(=O)c1ccc(F)c(Cl)c1	/	5%	11%	-22%	0%	-12	4%	0%	14%
19	COc1ccc(C2/C(=C(/O)c3ccccc3)C(=O)C(=O)N2CCCN2CCOCC2)cc1 (stereo unspecified)	/	0%	3%	-1%	1%	1	4%	1%	3%
